KDM5B inhibitor: inhibitors of human KDM5B histone demethylase; KDM5B demethylase, FDH-coupled NADH fluorescence (FDH is formaldehyde dehydrogenase); 220,000 compounds, 2.6% hits; AID 1347165; Potency, µM (titrated, usually from 57.7 µM), inactives show at the highest dose activity change, negative = inhibition, hits mostly inhibitors; active means well fitted inhibition curve with a large enough effect; inconclusive means small, poorly fitted or top-dose-only effect; inactive means no such curve, though single readings can be large or run the other way; further: 0% is about no effect; nearly all actives have a fitted effect of over 70% in size
Target sequence (Q9UGL1 whole entry, looked up): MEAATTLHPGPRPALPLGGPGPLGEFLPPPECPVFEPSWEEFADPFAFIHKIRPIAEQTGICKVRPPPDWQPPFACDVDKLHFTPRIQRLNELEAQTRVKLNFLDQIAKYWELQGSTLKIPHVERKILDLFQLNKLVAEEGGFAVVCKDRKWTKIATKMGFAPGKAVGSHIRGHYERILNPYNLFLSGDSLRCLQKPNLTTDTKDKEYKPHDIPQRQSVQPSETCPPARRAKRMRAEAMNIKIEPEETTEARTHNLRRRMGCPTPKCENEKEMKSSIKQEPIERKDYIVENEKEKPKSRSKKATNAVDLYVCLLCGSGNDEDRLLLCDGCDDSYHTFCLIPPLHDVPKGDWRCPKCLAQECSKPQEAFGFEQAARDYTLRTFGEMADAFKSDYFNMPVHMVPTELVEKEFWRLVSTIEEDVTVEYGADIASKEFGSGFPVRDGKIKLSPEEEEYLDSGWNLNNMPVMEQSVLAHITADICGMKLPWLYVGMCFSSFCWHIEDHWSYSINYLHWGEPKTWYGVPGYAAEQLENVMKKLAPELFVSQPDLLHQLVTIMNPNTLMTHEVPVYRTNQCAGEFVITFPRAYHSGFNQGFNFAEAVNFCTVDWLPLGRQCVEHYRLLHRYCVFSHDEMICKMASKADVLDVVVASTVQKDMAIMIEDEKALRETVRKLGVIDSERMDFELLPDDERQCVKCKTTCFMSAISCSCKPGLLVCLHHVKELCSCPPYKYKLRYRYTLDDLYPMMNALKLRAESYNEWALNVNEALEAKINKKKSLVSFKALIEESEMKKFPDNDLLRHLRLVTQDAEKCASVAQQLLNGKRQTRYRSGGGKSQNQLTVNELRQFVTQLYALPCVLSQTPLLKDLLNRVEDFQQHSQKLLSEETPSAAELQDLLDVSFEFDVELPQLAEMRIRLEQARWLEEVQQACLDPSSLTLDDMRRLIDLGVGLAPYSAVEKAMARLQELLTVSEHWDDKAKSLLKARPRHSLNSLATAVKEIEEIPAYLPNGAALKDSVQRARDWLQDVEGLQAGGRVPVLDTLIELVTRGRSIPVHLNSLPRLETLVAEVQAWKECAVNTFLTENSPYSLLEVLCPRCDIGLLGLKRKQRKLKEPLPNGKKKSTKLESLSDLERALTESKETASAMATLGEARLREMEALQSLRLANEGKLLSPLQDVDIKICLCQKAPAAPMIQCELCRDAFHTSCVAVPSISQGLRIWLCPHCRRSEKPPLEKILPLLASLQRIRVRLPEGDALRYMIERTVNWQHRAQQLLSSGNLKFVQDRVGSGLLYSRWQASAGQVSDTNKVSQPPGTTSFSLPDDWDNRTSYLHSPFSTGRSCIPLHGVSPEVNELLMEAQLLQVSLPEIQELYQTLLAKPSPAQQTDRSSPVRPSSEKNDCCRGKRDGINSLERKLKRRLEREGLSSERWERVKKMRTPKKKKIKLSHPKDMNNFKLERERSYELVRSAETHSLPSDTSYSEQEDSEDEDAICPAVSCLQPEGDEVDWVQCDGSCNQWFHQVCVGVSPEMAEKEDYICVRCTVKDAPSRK
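qHTS format, multiple compound concentrations. Buffer 50 mM HEPES pH 7.5/0.01% Tween-20; 200 nM KDM5BΔAP final; 10 min compound preincubation; substrate-mix levels 12.5 µM peptide, 25 µM α-KG, 0.25 mM NAD⁺; 30 min RT; ΔRFU.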
The depositor's hits bear a star; i = inactive; u = inconclusive; & = joins results of further samples; [ ] = another dose, or the depositor's remark. Potency means the concentration at half of the fitted maximal effect.

SMILES	KDM5B inhibitor
CCOc1ccc(-c2nc(C3CC(=O)N(Cc4ccccc4OC)C3)no2)cc1 (stereo not given)	-28%
COc1ccc(NC(=O)Cn2c(SCc3ccc(C)cc3)nc3cccnc32)c(OC)c1	-53%
CCOc1ccc(C(=O)Nc2ccc3nc(N(CC)CC)cc(C)c3c2)cc1	u
O=C(NC1CC1)C1CCCN(C(=O)c2ccc3cc[nH]c3c2)C1 (stereo not given)	-15%
O=C(NCc1ccccc1F)C1CCN(c2nn3cc(-c4ccc(F)cc4)nc3s2)CC1	-13%
Cc1ccc(NC(=O)Nc2nnc(C3CCCC3)s2)cc1C	9%
c1ccc(-n2cnnc2CC2CCN(Cc3ccc(-c4ccn[nH]4)o3)CC2)cc1	-26%
Cc1cccc(CNC(=O)Cn2c(-c3cccs3)cc3ccccc32)c1	u
Cc1ccsc1/C=C1\Oc2cc(OC(=O)C(C)(C)C)ccc2C1=O	0%
Cc1cnc(C(=O)NC2C[C@H]3CC[C@@H](C2)N3S(=O)(=O)c2ccc(C)c(F)c2)cn1 (stereo not given in full)	-10%
Cc1ccc2nc(-c3ccccc3)cc(C(=O)Nc3ccccn3)c2c1	17%
CCCNC(=O)c1ccc2nc(CCc3ccccc3)oc2c1	-11%

A second format for some results above:
O=C(NCc1ccccc1F)C1CCN(c2nn3cc(-c4ccc(F)cc4)nc3s2)CC1
  KDM5B inhibitor: -13%

Cc1ccc(NC(=O)Nc2nnc(C3CCCC3)s2)cc1C
  KDM5B inhibitor: 9%

c1ccc(-n2cnnc2CC2CCN(Cc3ccc(-c4ccn[nH]4)o3)CC2)cc1
  KDM5B inhibitor: -26%

Cc1cccc(CNC(=O)Cn2c(-c3cccs3)cc3ccccc32)c1
  KDM5B inhibitor: u

The list continues:
SMILES	KDM5B inhibitor
Cc1cc2nc(CSc3nc4ccc(NC(=O)C(C)C)cc4s3)cc(=O)n2o1	-13%
O=C(c1ccncc1)N1CC(Oc2ccccc2-c2nc(-c3cnccn3)no2)C1	14%
COCCNC(=O)C[C@@H]1C[C@H]2O[C@H](CNC(=O)NC(C)C)[C@@H](O)[C@H]2O1	4%[86.2 µM]
Cc1c(Cl)cccc1NC(=O)c1cc(S(=O)(=O)N2CCCCC2)cn1C	-7%
CC(C)c1noc(CC2CCN(C(=O)c3cc4ccccc4[nH]3)CC2)n1	18%
COC(=O)[C@H](CC(C)C)NC(=O)Nc1ccccc1F	17%
Nc1nn(Cc2c(F)cccc2Cl)cc1Cl	-2%
CC(C(=O)NC1CCN(c2cnn(C)c(=O)c2)CC1)c1ccccc1 (stereo not given)	15%
C#CCNC(=O)C[C@@H]1c2nc(NC(=O)c3ccc(C(C)(C)C)cc3)sc2C[C@@H]2[C@](C)(CO)[C@H](O)CC[C@]21C	32µM*
Cc1ccc2c(CN3CCN(C(=O)c4ccc(F)cc4)CC3)cc(=O)oc2c1	-13%
Cc1cccc(NC(=O)CSc2nc3ccc(NC(=O)CCc4ccccc4)cc3s2)c1	-10%
CC(=O)Nc1c(C)nn(-c2ccccc2)c1N1CCC(C(=O)NCc2ccc(Cl)cc2)CC1	4%
Cn1nc(C(=O)Nc2nc(-c3cc(F)ccc3F)cs2)c2ccccc2c1=O	10%
CC(OC(=O)c1ccccc1Cc1ccccc1)C(=O)NC(N)=O (stereo not given)	27%
CCCNC(=O)CN1CCN(S(=O)(=O)c2ccc(Br)s2)CC1	24%
O=S1(=O)CCC(NC2CCCC2)C1 (stereo not given)	23%
COc1cccc(Cn2c(=O)n(CCc3ccccc3)c(=O)c3c2c2cc(OC)ccc2n3C)c1	u
CCNC(=O)NC(=O)CN1CCN(Cc2ccc(C#N)cc2)CC1	10%
O=c1n(-c2ccc(Cl)cc2)nc2n1CCN(Cc1ccc(C(F)(F)F)cc1)C2	-13%[115 µM]
S=C(Nc1cccc(Cl)c1)N(Cc1ccccc1)Cc1ccccc1	-30%
CCn1c(SCC(=O)O)nc2c1c(=O)[nH]c(=O)n2C	9%
Cc1cc(C)c2oc(C(=O)Nc3ccc(S(=O)(=O)N4CCCCCC4)cc3)cc(=O)c2c1	-11%
CN(Cc1ccncc1)Cc1ccccc1C(F)(F)F	u
COc1cc(CCC(=O)N(CC#N)C2CC2)cc(OC)c1	1%
Cc1cc(C(=O)Nc2ccc(Cl)cc2)c2c(C)nn(-c3ccccc3)c2n1	10%
Cc1sc2ccn(C)c(=O)c2c1C(=O)NCc1ccc(OC(C)C)cc1	u
Cn1nc(C(=O)OCC(=O)Nc2cc(Cl)ccc2C#N)c2ccccc2c1=O	19%
CC1=C(C(=O)OC(C)C)C(c2ccc(C)o2)C(C(=O)OC(C)C)=C(C)N1	-43%
CCOc1ccc(CN2CCN(S(=O)(=O)c3ccc(Cl)cc3)CC2)cc1	u
Cc1cc(C[C@@H]2COC[C@@H]2NC(=O)Cc2c[nH]c(=O)n(C)c2=O)on1	16%
O=C(/C=C/c1ccc(C(F)(F)F)cc1)N1CCN(C(=O)C2CC2)CC1	14%
CCC(=O)N1CCN(c2oc(/C=C/c3ccccc3)nc2C#N)CC1	i
CCOC(=O)/C(C#N)=C1\C(=O)N(Cc2ccccc2)c2ccccc21	u
CCOc1ccccc1NC(c1nnc(-c2ccccc2)o1)c1ccc(F)cc1Cl (stereo not given)	2%
COc1ccc(CNC(=O)c2ccccc2C(F)(F)F)cc1C(=O)O	18%
Cc1nc(SCC(=O)c2ccc(F)c(F)c2)[nH]c(=O)c1Oc1ccc(Cl)cc1	-5%
CCc1ccc(CNC(=O)c2sc3ncnc(N(C)C4CCCCC4)c3c2C)cc1	u
CC(C)c1cc(C(=O)Nc2ccc(NC(N)=O)cc2)c2ccccc2n1	-4%
O=c1cc(-c2ccccc2)c2cc3c(-c4ccccc4)coc3cc2o1	17%
O=C(Nc1ccccc1)N1c2ccccc2Sc2ccccc21	16%
CC1(CI)CSc2sc3ccccc3[n+]21 (stereo not given)	-25%
CCCc1cc(=O)oc2cc(C)cc(OCC(=O)C(C)(C)C)c12	-4%
Cc1[nH]c2ccccc2c1C(=O)C(C)Cl (stereo not given)	-12%
COc1ccc(Cl)cc1C(=O)N1CCC2(CC1)N(c1ccccc1)C(=O)CS2(=O)=O	-8%
COCC1CN(C(=O)c2ccc(OC)cc2OC)CC12CCOCC2 (stereo not given)	2%
CC(C)NC(=O)NC[C@H]1O[C@@H](CO)[C@@H](O)[C@H]1N(C)CCN(C)C	-9%[86.2 µM]
CCN(C1CCOCC1)C1CN(C(=O)c2cccs2)C1	1%
Cc1ccc(C(=O)N2CCc3nc(-c4cn[nH]c4)[nH]c3C2)cc1N1CCNC1=O	9%
Cc1noc(NS(=O)(=O)c2ccc(NC(=O)c3cc(=O)c4ccccc4o3)cc2)c1C	-13%
COc1ccc(F)c(-c2nc(COc3ccc(-n4cnnc4)cc3)c(C)o2)c1	u
CCc1ccc(N2CC(c3noc(-c4ccc(OC)cc4)n3)CC2=O)cc1 (stereo not given)	u
Cc1ccc(S(=O)(=O)Nc2cccc(-c3cn4cccc(C)c4n3)c2)c(C)c1	u
CC(=O)N1CCc2c(sc3c2c(=O)n(Cc2ccccc2)c(=O)n3Cc2cc(C)ccc2C)C1	-16%
CCc1ccccc1NC(=O)C(CC)CC	18%
Clc1ccc(N=C2SCCS2)cc1	-9%
O=C(NCCC1=CCCCC1)C1CCC(CNc2c(N3CCCCC3)c(=O)c2=O)CC1 (stereo not given)	5%
CN1CCC(N(C)CCN(C)C(=O)Nc2ccc(C(F)(F)F)cc2)CC1	-3%
CCOC(=O)N1CCN(Cc2nc3cc(NC(=O)c4ccc(OC)cc4)ccc3n2C(C)C)CC1	15%&-19%
Cc1cc(F)ccc1NC(=O)C(c1ccccc1)N1Cc2ccccc2C1=O (stereo not given)	-22%
CCOC(CNC(=O)CS(=O)Cc1nc(-c2cccc(OC)c2)oc1C)OCC (stereo not given)	-16%

In a second layout: entries from further up.
Cc1noc(NS(=O)(=O)c2ccc(NC(=O)c3cc(=O)c4ccccc4o3)cc2)c1C
- KDM5B inhibitor = -13%
Cc1ccc(S(=O)(=O)Nc2cccc(-c3cn4cccc(C)c4n3)c2)c(C)c1
- KDM5B inhibitor = u
COc1ccc(F)c(-c2nc(COc3ccc(-n4cnnc4)cc3)c(C)o2)c1
- KDM5B inhibitor = u
CC(=O)N1CCc2c(sc3c2c(=O)n(Cc2ccccc2)c(=O)n3Cc2cc(C)ccc2C)C1
- KDM5B inhibitor = -16%

Remaining list, next part
SMILES	KDM5B inhibitor
CC(=O)Nc1ccc(/C(C)=N/NC(N)=S)cc1	-24%
C[C@H](O)[C@@H]1CN2CCc3c([nH]c4c(-c5ccccc5)cccc34)[C@@H]2C[C@@H]1N(C)C(=O)c1ccco1	u
CC(=O)N[C@@H](Cc1ccc(OC(F)(F)F)cc1)C(=O)O	11%
COc1ccc(N2CCN(Cc3cc(=O)oc4ccc(OC)cc34)CC2)cc1	u
O=C(COc1ccccc1F)Nc1ccc2nc(SCC(=O)N3CCCC3)sc2c1	u
COc1ccc(CNC(=O)c2nnn(CC(=O)Nc3cc(C)cc(C)c3)c2N)cc1	-5%
CC(C)NC(=O)N1CCC2(CCCCO2)CC1	-15%
Cc1ccc(OCC(=O)Nc2ccc3nc(SCC(=O)Nc4ccc(C)cc4C)sc3c2)cc1	-29%
Cc1ccc(Cn2cnc3c2c(=O)n(C)c(=O)n3C)cc1	-3%
CC(C)CCN1CCn2c(nn(-c3ccc(F)cc3F)c2=O)C1	-37%[86.2 µM]
CSCCCNC(=S)NCC(C)(C)N1CCOCC1	13%
O=C(c1ccc(C(F)(F)F)cc1)N1CCc2nc(-c3ccc(Cl)cc3)nc(-c3ccccc3)c2C1	-9%
O=c1n(CC2CC2)nc2n1CCN(S(=O)(=O)c1cccnc1)CC2	u
Cc1cc2c(cc1NS(=O)(=O)c1ccc(NC(=O)CC(C)C)cc1)n(C)c(=O)c(=O)n2C	u
Cc1cccc(NC(=O)CCC2CCCCC2)c1	16%
O=S(=O)(Nc1ccc(Cl)c(N2CCCS2(=O)=O)c1)c1ccccc1	12%
CCN(CC)S(=O)(=O)c1ccc(=O)n(CC(=O)c2c[nH]c3ccccc23)c1	6%
O=c1cc(-c2cnccn2)oc2c(-c3cn[nH]c3)nccc12	u
CCOC(=O)c1ccc(N2C(=O)c3[nH]nc(-c4ccc(C)cc4)c3C2c2cccc(F)c2)cc1 (stereo not given)	u
Cc1cccnc1CC(C)NC(=O)c1cc(Cn2cnc3ccccc32)[nH]n1 (stereo not given)	-1%
Cc1nnc2n1CCC(NC(=O)CCCc1c[nH]c3ccccc13)CC2 (stereo not given)	u
COc1nc2cc(C)c(C)cc2nc1C(=O)Nc1ccc(C)cc1	-8%
CCOc1ccc(-c2oc3cc(Cl)ccc3c(=O)c2O)cc1OC	u
Cc1ccc2nc(-c3ccc(NC(=O)C(C)Sc4nncs4)cc3)sc2c1 (stereo not given)	u
COCc1nc(C2CCCN(C(=O)C3CCCC3)C2)no1 (stereo not given)	-8%
O=S(=O)(c1ccc(Cl)cc1)c1nc(-c2cccs2)oc1SCc1ccccc1F	-22%
C[S+](=O)([O-])N1CCC2(CC1)C(=O)NN=C2C1CC1	-8%[86.2 µM]
CC(=O)c1ccc(NC(=O)CSc2ccc3nc(-c4ccccc4)cn3n2)cc1	u
OCC1(Cc2ccccc2)CCCN(Cc2cn[nH]c2-c2ccc(F)cc2)C1 (stereo not given)	-6%
CC1=C/C(=N/N=C(c2ccccc2)c2ccccc2)CC1	15%
CC1=C(O)C(=O)OC1c1c(Cl)cccc1Cl (stereo not given)	15%
CN1CCCC2(Cc3ccccc3CN(C(=O)c3ccccc3)C2)C1 (stereo not given)	-7%[149 µM]
CC(=O)c1ccc(NC(c2ccc(F)cc2)c2nnc(-c3ccccc3)o2)cc1 (stereo not given)	u
COc1ccc(OC)c(NC(=O)Cn2c(-c3ccc(F)cc3)nc(C)cc2=O)c1	7%
CC(C)NC(=O)c1nc(-c2cccc(F)c2)c2cnccn12	32µM*
CN(C)Cc1nnc(C2CC(NC(=O)Cc3c(F)cccc3Cl)C2)n1C (stereo not given)	-26%&-4%
COc1cccc(-c2ccc3ncn(-c4ccc(F)cc4F)c(=O)c3n2)c1OC	2%[86.2 µM]
C/C(=N/Nc1ccc(F)cc1F)c1ccc(Cl)c(Cl)c1	-6%
CS(=O)(=O)N1CCN(C2CCNCC2)C(=O)C1	-18%[149 µM]
CCC(=O)Oc1ccc2c(C)cc(=O)oc2c1C(=O)CC	20%
N#CC(C#N)=Cc1ccc(-c2cccc(C(=O)O)c2)o1	u
Cc1cccc(C)c1Nc1nc(-c2ccccc2)cs1	14%
Cc1csc(NC(=O)[C@@H]2C[C@H](c3ccc(F)cc3)N(Cc3ccccc3Cl)C2)n1	u
CCC(=O)N1CCc2cc(Br)cc(S(=O)(=O)CCC(=O)NCCc3ccc(C)cc3)c21	-12%
CN(C(=O)c1cccn1C)C1CCc2nn(C)c(=O)n2CC1 (stereo not given)	-4%
Cc1ccccc1C(=O)N1CCC(CCC(=O)N2CCN(c3ccccn3)CC2)CC1	u
CCOc1ccc(NCc2cccn2-c2nnc(N3CCC(C(=O)NCc4ccc(C)cc4)CC3)s2)cc1	-60%
CC(c1cccs1)N(C)C(=O)Cc1ccc(F)cc1 (stereo not given)	-25%[86.2 µM]
Cc1c(C(=O)Nc2ccc(C(=O)O)cc2)nnn1-c1ccccc1	-5%
CC1(c2ccccc2)N(Cc2ccccc2C#N)C(=O)OC12CCN(C(=O)c1ccc(F)cc1)CC2 (stereo not given)	-9%
Cc1ccccc1Nc1nc(C(=O)NCCCN2CCOCC2)cs1	-15%
COc1ccc(-c2ccc3nc(-c4cccc(F)c4)oc3c2)c(OC)c1OC	i

Screens: PubChem BioAssay, National Center for Advancing Translational Sciences (NCATS)

Not all compounds are listed. The share of hits here may be higher or lower than overall.
